p-CIP stab down: lowers stability of the mouse p/CIP coactivator protein. 290,000 tested, 0.01% active. Q05BA5. decrease of EGFP signal, % at 10 µM. F442A p/CIP-EGFP cells, EGFP fluorescence, 16 h;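 active = EGFP signal decrease of at least 30% at 10 µM or well 3 SD below plate mean, unless failing retest; inactive = the rest, including hits failing retest or dose response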; note: some compounds called inactive have numbers as strong as hits; many of its hits are not listed in these tables
IMP-1 inh: inhibitors of Pseudomonas aeruginosa IMP-1 metallo-beta-lactamase; purified IMP-1, nitrocefin hydrolysis, epi-absorbance fluorescence; inhibition, % at 5.6 µM; 290,000 tested, 0.45% active; AID 1556;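 active = inhibition above the mean plus 3 SD of all compounds in the same screening run, cut at about 4.5% in these data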;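 note: 0% = IMP-1 with DMSO and 100% = DMSO wells lacking enzyme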
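System: Purified IMP-1 | Read-out basis: Percent enzyme inhibition | Controls: IMP-1 with DMSO as 0%, enzyme-free DMSO as 100% | Replicates: One well per compound | Doses: 5.6 µM nominal single concentration | Detection: Epi-absorbance fluorescence, 480 nm excitation, 530 nm emission | Incubation: 25 °C, 15 min preincubation, 25 min reaction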
NS3 helicase inh: HCV NS3 helicase inhibition. NS3 helicase DNA unwinding, Cy5 molecular beacon fluorescence. 290,000 tested, 0.56% active. inhibition, % at 10.9 µM;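 active = inhibition above the mean of all tested compounds plus 3 SD, set per campaign, cut at about 35% in these data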;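 note: 0% = DMSO wells and 100% = thioflavine S control wells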
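Measured by: Cy5 fluorescence, 0 and 60 min reads / Assay system: NS3 helicase fragment of HCV / Control set: low DMSO, high thioflavine S at 110 µM / Times: 1 h reaction at 25 °C, ATP-initiated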
IDE act: activators of human insulin-degrading enzyme in cells; HEK cells, FAbeta-B cleavage, fluorescence polarization; 0% vehicle, 100% cell-free pure enzyme wells; activation, % at 5.96 µM; 340,000 tested, 0.073% active;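 active = activation above the mean of all tested compounds plus 3 SD, set per screening campaign, cut at about 17% in these data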
FID counter: counter-screen for HCV NS3 helicase inhibitors: DNA intercalator displacement. AID 1845. inhibition, % at 7.9 µM. DNA fluorescent intercalator displacement, fluorescence. 290,000 tested, 0.17% active; in the data active = inhibition above about 37%;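 note: 0% = vehicle and 100% = reference compound; higher means more ethidium bromide displaced from hairpin DNA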
IDE inh: inhibits human insulin-degrading enzyme in HEK cells | inhibition, % at 5.59 µM | P14735 | AID 434962 | FAbetaB cleavage, fluorescence polarization | 320,000 tested, 0.41% active;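 active = percent inhibition above the average of all tested compounds plus 3 SD, set per screening campaign, cut at about 16% in these data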;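 note: IDE supplied by intact live HEK cells; FP after avidin binding of uncleaved biotin substrate so inhibition keeps polarization high; 0% = DMSO wells and 100% = 60 µM reference IDE inhibitor Ii1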
SUMO HTRF inh: blocks human SUMOylation mediated by UBC9 | 290,000 tested, 0.36% active | P63279 | HTRF SUMOylation assay, SAE1/SAE2 + UBC9, in vitro | inhibition, % at 35 µM; in the data active = inhibition above about 50%, passing the limit was not always enough; note: strong numbers were not always called active
VIM-2 inhibitor: blocks Pseudomonas aeruginosa VIM-2 metallo-beta-lactamase; inhibition, % at 5.6 µM; 290,000 tested, 0.89% active; purified VIM-2, nitrocefin hydrolysis, epi-absorbance fluorescence;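 active = inhibition above the mean of all tested compounds plus 3 SD, cutoff set per screening run, cut at about 7.5% in these data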;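 note: red hydrolysis product quenches plate fluorescence so inhibitors raise well fluorescence; 0% = enzyme with DMSO and 100% = DMSO without enzyme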
PfM18AAP inh: PfM18AAP enzyme inhibition; recombinant PfM18AAP, H-Glu-NHMec fluorogenic cleavage; inhibition, % at 7.35 µM; 290,000 tested, 1.2% active; AID 1822;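 active = inhibition above the campaign mean inhibition over all tested compounds plus 3 SD, cut at about 28% in these data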;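 note: 0% = plate median of test compound wells and 100% = 2 mM ZnCl2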
Numbers without * were called inactive; / = not tested or not shown; & = joins results of further samples.

SMILES	p-CIP stab down	IMP-1 inh	NS3 helicase inh	IDE act	FID counter	IDE inh	SUMO HTRF inh	VIM-2 inhibitor	PfM18AAP inh
Cc1ccc(S(=O)(=O)NP(=O)(Oc2ccccc2)Oc2ccccc2)cc1	-10.5	-2.1	11.0	-0.6	-41.2	4.7	7.0	-2.9	-14.2
Cc1ccccc1N1C(=O)/C(=C/c2ccco2)C(=O)NC1=S	3.2	2.7	81.1*	/	7.7	0.8	97.2*	-3.5	-27.8
Cc1nc2ccc(Cl)cc2c(=O)n1-c1cccc(Cl)c1	-0.7	-0.8	7.7	-0.1	-9.2	-1.2	0.9	-1.3	0.2
CC(O)(CS(=O)(=O)c1ccccc1)C(=O)Nc1cccc(C(F)(F)F)c1 (stereo not given)	5.7	-1.4	3.8	6.4	-1.7	-1.4	-8.0	-2.1	1.6
CSc1ccc(CNC2CN3CCC2CC3)cc1 (stereo not given)	-3.9	-1.2	-1.8	1.5	8.1	4.6	20.6	-1.6	-3.6
Cc1cccc(N2C(=O)CC(=O)NC2=O)c1	-10.0	-4.0	14.0	-0.5	-11.5	-2.8	3.7	-0.9	-1.8
COc1cc(O)cc2c1C(=O)OC(C)CCCC(=O)CCC/C=C\2 (stereo not given)	-9.0	-1.7	-14.2	-0.4	-17.3	1.3	24.7	-0.6	-0.9
COc1ccccc1N1CCN(Cc2ccc(F)cc2)CC1	-6.7	-2.1	3.8	-3.3	-3.2	-3.3	7.0	-3.4	1.2
Cc1ccc(S(=O)(=O)Oc2ccccc2C=C2C(=O)N(C)C(=O)N(C)C2=O)cc1	8.1	-1.0	12.0	1.1	-0.9	-3.6	5.6	-0.4	5.6
CCC(C)N=Cc1c(O)n(-c2ccccc2)c(=O)[nH]c1=O (stereo not given)	-1.8	-3.7	-1.7	3.7	0.9	1.4	3.4	-1.5	-13.4
N#CCC(=O)NN1Cc2ccccc2C1=N	5.2	0.4	-23.9	2.3	-13.0	-4.2	-12.9	-2.3	11.1
O=C(Nc1ccccc1)c1c(O)c2c(n(Cc3ccco3)c1=O)CCCC2	-9.8	-1.9	4.4	-3.4	-2.6	0.6	22.7	-1.1	-0.9
Cc1cccc(OP(N)(N)=O)c1C	-12.0	-2.3	6.5	-3.1	0.8	0.4	2.3	-1.8	4.9
CCCCCSc1cc(OC)c(CCN(C)C)cc1OC	12.7	-3.7	-50.6	7.5	36.9*	1.8	17.2	-4.5	-1.3
O=C(O)Cn1cc(/C=C2\C(=O)NC(=O)N(c3ccc(F)cc3)C2=O)c2ccccc21	-0.6	-3.3	10.3	/	-14.8	/	2.8	-1.7	15.4
FC(F)(F)c1ccccc1CCN1CCNCC1	-7.6	-3.7	-13.8	1.9	8.9	0.3	11.2	-4.8	6.7
COC(=O)N(C)c1ccc(C(O)(C(=O)OC)C(F)(F)F)cc1 (stereo not given)	-7.8	-3.1	7.0	3.5	-0.4	0.3	15.9	-4.5	-1.6
O=c1[nH]c2ccccc2n1C1CCN(CCCC(c2ccc(F)cc2)c2ccc(F)cc2)CC1	3.1	-3.0	-71.4	2.2	-3.5	3.7	-11.2	-2.8	2.3
O=c1[nH]c(=S)[nH]c(O)c1N=Nc1ccc2c(c1)OCCO2	-41.8	-4.0	25.7	-5.0	-2.0	1.9	9.2	-3.4	10.1
CCC(C)N1C(=O)/C(=C\c2cnc(N(C)C)nc2)C(=O)NC1=S (stereo not given)	-15.9	-2.8	6.6	-2.0	-9.3	2.7	12.8	-3.5	-3.1
COc1ccc(OCC(=O)N2CCCC(N3CCN(c4ccccc4C)CC3)C2)cc1 (stereo not given)	-12.8	-1.8	-11.9	4.1	-9.1	0.2	-10.1	-1.2	1.6
CCCCn1c(=O)c(C=Nc2cccnc2Cl)c(O)n(CCCCl)c1=O	-2.9	0.2	0.0	1.3	-32.0	0.8	-0.2	-4.9	3.2
CCC(=O)c1cn(Cc2ccccc2)c2ccccc12	-11.5	-4.9	-4.0	0.5	-13.1	6.8	2.0	-1.1	-4.3
COc1ccc(-c2nc3ccc(C(=O)N4CCC5(CC4)OCCO5)cc3nc2-c2ccc(OC)cc2)cc1	-1.0	2.2	-9.8	3.2	-48.3	-2.5	/	1.7	-4.6
Cc1nn(Cc2ccccc2)c(C)c1C(=O)OCC(=O)Nc1cccc(S(N)(=O)=O)c1	-0.9	-0.2	1.1	-0.1	-6.6	-0.3	6.2	-1.5	-0.2
Cc1oc(-c2ccc(Cl)cc2)nc1CS(=O)CC(=O)N1CCC2(CC1)OCCO2 (stereo not given)	16.3	-2.7	2.0	2.5	-28.5	3.7	16.5	-2.8	7.6
CCCCCn1c(=O)c(C(=O)Nc2nc(CC(=O)OCC)cs2)c(O)c2ccccc21	6.6	-2.2	5.4	0.0	-0.8	-2.0	6.2	-1.4	-17.0
CCC(C)NC(=O)CN1C(=O)CN=C(c2ccccc2)c2ccccc21 (stereo not given)	2.3	-0.1	-5.4	-2.1	-17.9	0.1	-5.0	1.0	13.5
C(=NC12CN3CN(CN(C3)C1)C2)c1cccs1	-2.8	-2.1	-1.4	0.7	-1.2	1.8	1.5	-5.4	-1.3
CC1CCC[C@H](O)CCCCCc2cc(O)cc(O)c2C(=O)O1 (stereo not given in full)	-12.8&10.9	-1.8&-2.6	0.6&-1.0	-4.1	-18.2&-20.7	0.2	14.3&-33.7	-2.5&0.1	7.2&2.2
Nc1ccc2cc(Br)ccc2c1	3.7	-2.1	21.9	-3.2	5.9	7.4	-7.2	1.7	0.3
Cn1ncc(Cl)c1C(=O)N1CCC2(CC1)OCCO2	-13.8	-2.2	-2.4	5.3	-6.7	-1.9	8.7	-4.5	2.8
COc1cccc(-n2c(=S)[nH]c3ccccc3c2=O)c1	-4.7	-0.1	-4.7	-1.2	1.0	6.4	18.5	2.1	-7.9
Cn1c(O)c(C=Nc2ccc(Br)cc2)c(=O)n(C)c1=O	-13.5	-2.7	1.1	0.1	-9.5	3.7	-6.5	-1.0	0.9
O=c1[nH]c(=S)n(C2CC2)c(O)c1C=Nc1cccc(C(F)(F)F)c1	-6.1	0.0	8.1	-2.8	-0.3	2.5	4.6	-2.7	2.9
CC12CN3CC(C)(CN(C1)C3c1ccco1)C2=O (stereo not given)	-1.2	0.2	2.7	-4.2	-1.8	-4.5	24.1	-0.5	4.4
CCN1CCN(C(=O)Cc2coc3ccc4ccccc4c23)CC1	-4.6	-3.2	-9.7	3.1	0.9	-1.1	2.4	-3.0	7.4
O=C(c1cc(C(=O)NCc2ccc(Cl)cc2)c(=O)n(Cc2ccc(Cl)cc2)c1)c1cc(F)ccc1O	-4.9	-2.5	4.1	3.9	1.5	1.9	13.1	-3.2	-3.9
C=CCn1c(O)c(C(CC)=NCCC2=CCCCC2)c(=O)[nH]c1=O	-14.5	-2.0	-2.7	-4.7	-28.9	2.3	30.3	-0.7	-4.2
CCN(CC)c1ccc(N=Cc2c(O)n(CCc3ccc(OC)c(OC)c3)c(=O)[nH]c2=O)cc1	-15.0	-2.1	21.3	4.9	-1.4	-0.1	15.6	-2.7	17.1
Cc1ccc2c(c1)C1CN(C)CCC1N2C(=O)COc1ccc(S(=O)(=O)N2CCOCC2)cc1 (stereo not given)	-5.6	0.5	-12.0	-5.9	13.4	-0.6	27.5	0.7	-8.9
CCOc1ccc(/C=C2/C(=O)NC(=O)N(CCc3ccc(F)cc3)C2=O)cc1	-20.5	-2.5	13.3	0.9	-6.3	3.2	2.3	-4.3	6.0
CCOC(=O)/C(=N\Nc1ccccc1)N1CC1	-1.0	-0.8	-1.0	5.1	-1.5	-3.9	0.3	-0.8	2.2
CCN(CC)CCCN=C(C)c1c(O)n(-c2ccc(C)cc2)c(=O)[nH]c1=O	-10.7	-0.2	-0.4	5.6	4.6	6.2	-3.3	-1.1	4.0
CN1CCN(c2ccc(N)cc2Cl)CC1	4.9	-2.7	-9.7	/	-5.2	0.1	-0.6	1.5	2.9
Cc1cccc(-n2c(O)c(C=NCCN3CCNCC3)c(=O)[nH]c2=S)c1	0.1	-4.7	7.2	4.6	1.9	6.0	2.3	-2.7	3.0
CC(Cc1ccccc1Sc1ccc(O)cc1)N(C)C (stereo not given)	-2.6	-0.5	-24.1	1.2	18.1	3.7	-0.9	-2.2	-4.3
COc1cccc(N2C(=O)NC(=O)/C(=C/c3ccc([N+](=O)[O-])s3)C2=O)c1	-17.3	-0.5	27.0	-4.2	-18.2	13.2	49.5	-0.5	-3.9
O=C(c1ccccc1)C1NC1c1ccccc1 (stereo not given)	0.7	-2.1	-5.4	19.7*	-3.0	3.0	5.7	-3.5	4.4
CCc1ccc(N2C(=O)NC(=O)/C(=C/c3cccn3CCOc3ccc(C)cc3)C2=O)cc1	-0.5	-0.9	28.9	-4.7	-16.2	7.6	3.1	0.2	2.6
COc1ccc(OC)c(N2C(=O)NC(=O)C3(Cc4cc(C)ccc4N(C)C3)C2=O)c1 (stereo not given)	-0.7	-0.1	4.8	5.2	-17.8	0.4	-15.8	1.9	17.0
CN1CCN(Cc2cn3cccnc3n2)CC1	-3.6	1.8	10.5	2.1	-1.7	-4.5	11.7	0.1	-4.4
O=c1c2ccccc2nc(-c2ccccc2)n1-c1ccccc1O	6.3	-2.5	1.1	1.1	-9.8	2.6	-5.0	5.2	-0.8
CC(C)c1ccc(-n2c(O)c(C=NCCN3CCNCC3)c(=O)[nH]c2=S)cc1	2.3	-1.7	-12.0	-1.1	-3.2	-2.6	9.3	-2.4	-6.3
O=C(Cc1ccccc1)Oc1ccc([N+](=O)[O-])cc1	-5.5	-2.6	1.1	3.0	-0.1	2.1	7.7	-1.9	0.8
CCC(=NCC1CCCO1)c1c(O)n(-c2ccc(Cl)cc2)c(=O)[nH]c1=O (stereo not given)	-3.4	-1.9	-5.5	3.0	-1.1	6.1	25.5	-0.6	1.4
CC(=O)O[C@@]12CO[C@@H]1C[C@H](OC1OCC(O)C(O)C1O)[C@@]1(C)C(=O)[C@H](O)C3=C(C)[C@@H](OC(=O)[C@H](O)[C@@H](NC(=O)c4ccccc4)c4ccccc4)C[C@@](O)([C@@H](OC(=O)c4ccccc4)C12)C3(C)C (stereo not given in full)	8.4	-1.9	-72.3	8.8	-40.9	-3.4	-7.7	-0.6	2.3
O=C(C1CCCN(c2nnc(-n3cccc3)s2)C1)N1CCC2(CC1)OCCO2 (stereo not given)	-2.7	-5.8	8.0	12.6	-28.5	1.9	13.0	-1.7	7.2

An excerpt from above in order of SMILES length, lowest first:
SMILES	p-CIP stab down	IMP-1 inh	NS3 helicase inh	IDE act	FID counter	IDE inh	SUMO HTRF inh	VIM-2 inhibitor	PfM18AAP inh
O=c1c2ccccc2nc(-c2ccccc2)n1-c1ccccc1O	6.3	-2.5	1.1	1.1	-9.8	2.6	-5.0	5.2	-0.8
O=C(C1CCCN(c2nnc(-n3cccc3)s2)C1)N1CCC2(CC1)OCCO2 (stereo not given)	-2.7	-5.8	8.0	12.6	-28.5	1.9	13.0	-1.7	7.2
CCC(=NCC1CCCO1)c1c(O)n(-c2ccc(Cl)cc2)c(=O)[nH]c1=O (stereo not given)	-3.4	-1.9	-5.5	3.0	-1.1	6.1	25.5	-0.6	1.4

An excerpt; count on the stated rates, not on these rows.
